KLK5 inh – human KLK5 protease inhibitors, primary screen, biochemical, 1536-well; 210,000 compounds, 0.59% hits; inhibition, % at 5 µM; Kallikrein-5 (Homo sapiens), Q9Y337; recombinant hK5, fluorogenic AMC substrate cleavage;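 active means inhibition of 40% or more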;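 further: 0% = enzyme controls without compound and 100% = no-enzyme blanks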
thrombin 1536 – human alpha-thrombin inhibitors, primary screen, counter-screen for coagulation protease inhibitor project, biochemical, 1536-well, fluorogenic AMC substrate | 220,000 compounds, 0.26% hits | AID 1046, 2008 | Boc-VPR-AMC fluorogenic substrate cleavage | inhibition, % at 5 µM;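 active means inhibition at or above 40%; inactive means inhibition below 40%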;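 further: 0% = enzyme with no compound and 100% = wells without enzyme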
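Test system: human alpha-thrombin; medium: pH 7.5 Tris-saline with Tween 20; times: reaction at room temperature; signal: AMC fluorescence at 355 nm excitation and 460 nm emission; also added: Boc-VPR-AMC substrate, 15 µM final; dosing: one concentration per compound, 5 µM, with 0.2% DMSO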
PERK inh – block of dimerizer-induced PERK translation repression, primary screen, PERK inhibitor project, CHO PERK-DD cells, SEAP luminescence, HTS; Eukaryotic translation initiation factor 2-alpha kinase 3 (Homo sapiens), Q9NZJ5; CHO PERK-DD fusion, SEAP luminescence translation reporter; inhibition, % at 5.6 µM; 220,000 compounds, 0.17% hits;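 active means inhibition above the mean inhibition of all tested compounds plus 3 SD, set separately per screening campaign, cut at about 2.9% in these data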;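 further: PERK kinase domain activated by AP20187 dimerizer at 100 nM; 0% = DMSO with dimerizer and 100% = rapamycin at 8.4 µM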
FXIIa inh – human FXIIa protease inhibitors, primary screen, biochemical, 1536-well | Coagulation factor XII (Homo sapiens), P00748 | 220,000 compounds, 0.3% hits | inhibition, % at 5 µM | purified FXIIa, Boc-QGR-AMC fluorogenic substrate, 2 h; in the data active means inhibition above about 40%;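 further: 0% = enzyme with no compound and 100% = blank without enzyme; many of its hits are not listed in these tables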
Calpain2 inh – inhibitors of pig calpain II, primary screen, biochemical, fluorogenic peptide substrate, 1536-well | AID 1236, 2008 | purified calpain II, 30 min | 220,000 compounds, 0.37% hits | inhibition, % at 16 µM;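 active means inhibition above about 50%, limit read from the data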
Rad51 HR inh – human RAD51 strand exchange inhibitors, primary screen, biochemical, fluorescence. DNA repair protein RAD51 homolog 1 (Homo sapiens), Q06609. hRad51 DNA strand exchange, fluorescence dequenching. inhibition, % at 10 µM. 200,000 compounds, 0.085% hits;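 active means inhibition above 40% at the single screening dose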;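 further: 0% = DMSO control wells and 100% = blanks with heterologous ssDNA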
Target sequence (Q06609 whole entry, looked up): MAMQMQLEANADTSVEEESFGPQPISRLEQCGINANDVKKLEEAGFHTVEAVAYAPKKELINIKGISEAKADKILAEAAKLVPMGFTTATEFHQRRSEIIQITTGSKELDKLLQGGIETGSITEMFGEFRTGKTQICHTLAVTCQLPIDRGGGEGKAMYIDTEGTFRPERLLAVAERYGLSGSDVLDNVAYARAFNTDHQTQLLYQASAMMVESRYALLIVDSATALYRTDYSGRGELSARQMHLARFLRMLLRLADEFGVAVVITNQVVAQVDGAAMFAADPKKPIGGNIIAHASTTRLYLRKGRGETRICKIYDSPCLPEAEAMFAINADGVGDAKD
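Test system: preformed human Rad51 ssDNA filaments. Compound dosing: single dose, 10 µM final compound. Incubation: filaments 15 min 37 °C, then compound 30 min. Technique: FRET fluorescence dequenching, excitation 485 nm, emission 520 nm. Read-out basis: percent inhibition from fluorescence, normalised to plate control and blank means. Benchmarks: plate controls and plate blanks.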
FXIa inh – human FXIa protease inhibitors, primary screen, biochemical, 1536-well | Coagulation factor XI (Homo sapiens), P03951 | AID 798, 2007 | inhibition, % at 5 µM | 220,000 compounds, 0.14% hits | purified FXIa, Boc-Glu-Ala-Arg-AMC fluorogenic substrate;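 active means inhibition of at least 40%; inactive means inhibition below 40%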;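 further: fluorescence of freed AMC excited at 355 nm; 0% = enzyme without compound and 100% = no enzyme blank; many of its hits are not listed in these tables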
KCC2 mod – KCC2 cotransporter modulators, thallium flux, primary screen, cell-based, HEK293 KCC2, FluoZin-2 fluorescence, MLSMR; Solute carrier family 12 member 5 (Homo sapiens), Q9H2X9; KCC2 cells, thallium flux FluoZin-2 fluorescence; B-score of Tl+ flux slope (higher = more flux/activation; lower = inhibition) at 10 µM; 190,000 compounds, 2.2% hits; AID 1456, 2008;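 active means thallium flux slope and its plate-corrected score both differing from the plate sample mean at a set confidence after two filtering rounds, in either direction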;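 further: slope of fluorescence scaled to starting intensity during 10 to 20 s after thallium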
Furin inh – human furin inhibitors, primary screen, biochemical, fluorescence intensity; P09958; purified furin, fluorogenic substrate cleavage; inhibition, % at 30 µM; 220,000 compounds, 0.061% hits; AID 463115, 2010; in the data active means inhibition above about 25%; further: inactives centre near -15
Target sequence (P09958 108-714 limits assumed): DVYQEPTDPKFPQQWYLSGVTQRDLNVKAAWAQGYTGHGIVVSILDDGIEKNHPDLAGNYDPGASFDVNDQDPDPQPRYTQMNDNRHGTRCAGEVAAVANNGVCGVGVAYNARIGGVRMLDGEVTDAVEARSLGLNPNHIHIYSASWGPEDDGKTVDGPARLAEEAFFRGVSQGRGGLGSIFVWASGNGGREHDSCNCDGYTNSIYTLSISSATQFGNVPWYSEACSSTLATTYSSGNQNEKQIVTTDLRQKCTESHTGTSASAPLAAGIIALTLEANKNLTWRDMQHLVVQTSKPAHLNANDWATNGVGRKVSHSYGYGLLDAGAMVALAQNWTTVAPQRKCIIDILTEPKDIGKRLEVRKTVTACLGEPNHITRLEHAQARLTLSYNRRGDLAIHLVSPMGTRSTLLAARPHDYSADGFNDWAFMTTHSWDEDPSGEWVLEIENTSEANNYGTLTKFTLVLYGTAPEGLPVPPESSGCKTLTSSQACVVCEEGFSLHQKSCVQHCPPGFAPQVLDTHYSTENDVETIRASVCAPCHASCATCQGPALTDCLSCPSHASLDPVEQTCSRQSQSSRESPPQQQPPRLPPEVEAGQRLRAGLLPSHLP
* marks the source's active call; other numbers are inactive results; i = inactive; x = no result given; [ ] = dose if it differs, or a comment. This is a subset; rates above refer to the full screens.

1	C/C(Cl)=C/CSc1nc2c(c(=O)[nH]c(=O)n2C)n1C(C)C
2	CC1=C(C#N)C(=O)N(C2CCS(=O)(=O)C2)C(=O)/C1=C\c1ccco1 (stereo not drawn)
3	Cc1c(NC(=O)Nc2ccc(Cl)c(Cl)c2)sc(=S)n1C
4	Cn1c(=O)c2c(nc(CN3CCc4ccccc4C3)n2Cc2ccc(F)cc2)n(C)c1=O
5	COCCNC(=O)C(=O)NNC(=O)CCc1ccccc1
6	CC(C)(C)[C@H]1C=C(C(=O)N2CCN(Cc3ccccc3)CC2)O[C@@H](OCCCCO)C1
7	Cc1cc(C(=O)NCc2ccc(Cl)cc2)n(-c2ccccc2)n1
8	CCOC(=O)CN1C2=NCCN2c2ccccc21

screen / no. | 1 | 2 | 3 | 4 | 5 | 6 | 7 | 8
Furin inh | -9 | -3 | -9[20 µM] | 0[20 µM] | -37 | -11 | -11 | -13[20 µM]
KCC2 mod | x | 0.99 | 0.87 | -0.42 | -0.12 | -0.79 | -1.4 | 0.31
Rad51 HR inh | -6 | -53 | 8 | 3 | 2 | 2 | x | 11
FXIIa inh | 7 | 7 | x | x | 8 | 9 | 8 | 25
KLK5 inh | -4 | -2 | x | x | 2 | 1 | -2 | -1
thrombin 1536 | 1 | 0 | x | x | -4 | -2 | -8 | 1
Calpain2 inh | 26 | 5 | x | x | -34 | 9 | -17 | -5
FXIa inh | -1 | 7 | x | x | -2 | 3 | -2 | 14
PERK inh | -0.6 | 1.2 | 0.7 | -0.8 | 0.6 | 1.2 | -1.3 | 0.7

Rewritten with values under each structure: part of the list above.
Values run as follows: Furin inh	KCC2 mod	Rad51 HR inh	FXIIa inh	KLK5 inh	thrombin 1536	Calpain2 inh	FXIa inh	PERK inh
4	Cn1c(=O)c2c(nc(CN3CCc4ccccc4C3)n2Cc2ccc(F)cc2)n(C)c1=O
    0[20 µM]	-0.42	3	x	x	x	x	x	-0.8
5	COCCNC(=O)C(=O)NNC(=O)CCc1ccccc1
    -37	-0.12	2	8	2	-4	-34	-2	0.6
6	CC(C)(C)[C@H]1C=C(C(=O)N2CCN(Cc3ccccc3)CC2)O[C@@H](OCCCCO)C1
    -11	-0.79	2	9	1	-2	9	3	1.2
7	Cc1cc(C(=O)NCc2ccc(Cl)cc2)n(-c2ccccc2)n1
    -11	-1.4	x	8	-2	-8	-17	-2	-1.3
8	CCOC(=O)CN1C2=NCCN2c2ccccc21
    -13[20 µM]	0.31	11	25	-1	1	-5	14	0.7

(more compounds)
9	CCOC(=O)NC(=O)/C(N=Nc1cccc(C(F)(F)F)c1)=C(\C)O
10	Cc1c(Nc2nc(C(F)(F)F)nc3ccccc23)c(=O)n(-c2ccccc2)n1C
11	CC1(C)CC(=O)/C(=C(/O)Cc2ccccc2)C(=NCCc2ccccc2)C1
12	Cc1c(Cc2ccccc2)sc(NC(=O)/C=C/c2cccc3ccccc23)c1C(N)=O
13	COc1ccc(C(=O)NC2=NCCS2)cc1S(=O)(=O)N1CCCCC1C (stereo not drawn)
14	Cc1noc(C)c1CN1C(=O)NC2(CCc3ccccc3C2)C1=O (stereo not drawn)
15	O=Cc1ccccc1Oc1ccccc1
16	CCn1cc(C(=O)O)c(=O)c2cc(F)c(N3CCN(C(=S)NC(=O)c4ccc(F)cc4)CC3)cc21

screen / no. | 9 | 10 | 11 | 12 | 13 | 14 | 15 | 16
Furin inh | -12 | -16 | -13 | -15 | -18 | -23 | -22[20 µM] | -14
KCC2 mod | -0.14 | -0.41 | -0.46 | 1.2 | -0.023 | 0.12 | x | 0.54
Rad51 HR inh | 7 | 5 | 2 | -5 | 1 | -7 | -2 | 20
FXIIa inh | 2 | -4 | 9 | 2 | 0 | 10 | -9 | 9
KLK5 inh | -8 | -20 | -2 | -8 | -7 | 16 | 3 | 3
thrombin 1536 | -2 | 0 | -5 | -16 | 4 | 9 | -4 | 2
Calpain2 inh | -45 | 16 | 15 | -108 | 19 | 8 | 14 | -41
FXIa inh | -4 | -2 | 5 | -3 | -7 | 6 | -7 | 3
PERK inh | 0.6 | -0.1 | -0.5 | 0.5 | -0.3 | -0.6 | -0.1 | 0.9

17	COC(=O)C1(NC(=O)NC23CC4CC(CC(C4)C2)C3)CCCCC1
18	Cc1ccc(S(=O)(=O)Nc2ccc(-c3cn4ccc(C)cc4n3)cc2)cc1
19	CCOc1ccc(-n2nc3ccc(NC(=O)c4ccc5c(c4)OCCO5)cc3n2)cc1
20	CC(NC(=O)CCC(=O)c1ccc(F)cc1)C1CC2CCC1C2 (stereo not drawn)
21	O=c1c2ccccc2cnn1-c1ccc(Cl)nn1
22	Cc1cc(/C=N/NC(N)=S)c(O)c(/C=N/NC(N)=S)c1
23	CCOc1cc(C)nc(NCCc2ccc(OC)c(OC)c2)n1
24	Cc1ccc(-n2c(C)nn(Cc3ccc([N+](=O)[O-])cc3)c2=O)cc1

screen / no. | 17 | 18 | 19 | 20 | 21 | 22 | 23 | 24
Furin inh | -17 | -9 | -23[20 µM] | -2 | -10 | -27 | -13 | -27
KCC2 mod | 0.52 | -0.82 | -0.0019 | -1 | 0.58 | i | -1.1 | 0.6
Rad51 HR inh | 13 | 0 | 1 | -3 | 4 | -102 | -9 | 5
FXIIa inh | -8 | 12 | 13 | x | 13 | 7 | 6 | -5
KLK5 inh | -28 | 1 | -23 | -6 | 8 | -18 | 2 | -18
thrombin 1536 | 1 | 0 | 3 | -5 | -5 | 0 | -3 | 6
Calpain2 inh | -19 | -84 | -72 | 22 | 13 | -82 | 18 | -7
FXIa inh | -8 | 1 | 8 | -7 | 4 | -2 | -3 | -3
PERK inh | 0.2 | -0.7 | -0.5 | -0.5 | 0.4 | 2.3 | -0.3 | 1.9

25	O=C(COC(=O)c1ccccc1NC(=O)c1ccco1)NC1CCS(=O)(=O)C1 (stereo not drawn)
26	CCOC(=O)c1cc(NC(=O)C2CCCO2)cc(C(=O)OCC)c1 (stereo not drawn)
27	CCC(=O)NCCC(c1ccco1)c1ccccc1OC (stereo not drawn)
28	O=C(Cc1ccc(Cl)cc1)OCc1nnc(-c2ccccc2)o1
29	CCOc1cc(N2CCOCC2)c(OCC)cc1NC(=O)COc1ccccc1[N+](=O)[O-]
30	Nc1nc2ccc(C(=O)NCCOC(=O)C3CCCCC3)cc2s1
31	CCN(C(=O)COc1ncnc2ccc(Br)cc12)C1CCS(=O)(=O)C1 (stereo not drawn)
32	Cc1cc(C(=O)Nc2cccc(C(=O)O)c2)c(C)o1

screen / no. | 25 | 26 | 27 | 28 | 29 | 30 | 31 | 32
Furin inh | -20 | -8[20 µM] | -11[20 µM] | -31 | -27 | -20 | -20 | -7[20 µM]
KCC2 mod | 0.17 | 0.21 | -0.45 | 0.65 | 0.4 | 0.5 | -0.082 | 0.38
Rad51 HR inh | 2 | 4 | x | 11 | -2 | 25 | -3 | 3
FXIIa inh | 2 | 11 | 20 | -4 | 8 | 6 | 9 | 16
KLK5 inh | -2 | 5 | -2 | -17 | 0 | -5 | -16 | -6
thrombin 1536 | -26 | -2 | 3 | 1 | -5 | 6 | -2 | 7
Calpain2 inh | -12 | 1 | -50 | 22 | -30 | -11 | -61 | 8
FXIa inh | -7 | 9 | 15 | 2 | -1 | -2 | 3 | 6
PERK inh | 1.0 | -0.4 | -0.4 | 0.7 | -0.6 | 0.7 | 1.2 | -0.4

33	CC1(C)CC(=O)C2=C(C1)NC1=C(C(=O)c3ccccc31)C2c1cc([N+](=O)[O-])ccc1O (stereo not drawn)
34	O=C(C(=C1NCCN1)n1cncn1)c1ccccc1
35	Cc1nc(N2CCN(c3ccccc3)CC2)[nH]c(=O)c1Cc1ccccc1
36	CNC(=S)N(CCc1c(C)[nH]c2ccc(OC)cc12)Cc1cccnc1
37	COC(=O)CN(c1cccc(OC)c1)S(C)(=O)=O
38	Cc1sc2nc(SCC(=O)N3CCOCC3)[nH]c(=O)c2c1C
39	CC1(C)N=C(N)N=C(N)N1c1ccc(F)cc1F
40	O=C(O)C1CC(=O)N(Cc2ccc3c(c2)OCO3)C1 (stereo not drawn)

screen / no. | 33 | 34 | 35 | 36 | 37 | 38 | 39 | 40
Furin inh | -10 | -20 | -17 | -8 | -21 | -12 | -22 | -17[20 µM]
KCC2 mod | -0.2 | 0.73 | 1.5 | 0.034 | 0.039 | 0.017 | x | 1.2
Rad51 HR inh | 14 | 19 | 6 | 3 | -10 | 5 | 15 | 5
FXIIa inh | 8 | 3 | 13 | 4 | 8 | 8 | 17 | 24
KLK5 inh | 2 | -6 | 19 | -3 | -20 | -7 | 1 | -13
thrombin 1536 | -1 | 1 | -5 | -10 | 3 | -4 | -2 | 5
Calpain2 inh | -39 | 11 | 16 | -32 | -6 | 13 | -2 | -62
FXIa inh | 16 | -1 | 2 | -3 | 6 | 0 | 5 | 0
PERK inh | -1.9 | 0.4 | 0.6 | 0.3 | 2.8 | 0.8 | 1.0 | 0.5

41	O=C(c1ccccc1)N(Cc1ccccc1)c1ccccn1
42	CCC(Sc1nnc2c3ccccc3n(CC)c2n1)C(=O)Nc1sc2c(c1C#N)CCCC2 (stereo not drawn)
43	N#Cc1c(N2CCN(C(=O)c3ccco3)CC2)nc(-c2ccccc2)c2c1CCCC2
44	COc1ccc(S(=O)(=O)N2CC(C(=O)O)Oc3ccc(CC(=O)O)cc32)cc1 (stereo not drawn)
45	CCOC(=O)c1c(-c2cccc([N+](=O)[O-])c2)csc1NC(=O)CCCOc1ccccc1OC
46	CC1=CC(C)(C)N2C(=O)C3(C(C#N)=C(N)Oc4cc(C)oc(=O)c43)c3cccc1c32 (stereo not drawn)
47	Clc1ccc(-n2nnnc2CN2CCOCC2)cc1Cl
48	CCCCCC(=O)NCc1c(C(F)(F)F)nn(C)c1N1CCOCC1

screen / no. | 41 | 42 | 43 | 44 | 45 | 46 | 47 | 48
Furin inh | -17 | -14[20 µM] | -22 | -13 | 3[20 µM] | -18[20 µM] | -4 | -18
KCC2 mod | x | -0.41 | x | 0.53 | -0.49 | -0.063 | -0.29 | x
Rad51 HR inh | 8 | -2 | -5 | -10 | 4 | 1 | 15 | x
FXIIa inh | 14 | 16 | 5 | 4 | 4 | 17 | -10 | 6
KLK5 inh | -14 | 0 | -17 | -7 | -7 | -12 | -2 | 20
thrombin 1536 | -9 | -2 | -2 | -5 | 0 | 0 | -12 | -2
Calpain2 inh | 17 | -100 | -48 | -15 | 4 | -11 | 15 | -13
FXIa inh | 2 | 2 | 2 | -2 | -2 | 3 | -5 | 1
PERK inh | 0.6 | 1.0 | -0.9 | -0.3 | -0.6 | -1.1 | -0.6 | 1.6

High-throughput results (PubChem BioAssay)
